# Dynein cargo inh = dynein cargo transport inhibition | hit rate 0.47% among 220,000 | z-score, hits read low | 3617.4 mouse cells, GR-EGFP nuclear translocation imaging; test concentration mostly 20 µM; stimulated with dexamethasone, 1 µM; hits give low values;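 active means plate z-score of nuclear minus cytoplasmic receptor signal below a set negative limit, without overly bright fluorescence or cell loss, cut at about -3.5 in these data, passing the limit was not always enough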;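 further: z-score of nuclear minus cytoplasmic ring GR-EGFP intensity difference per well; some compounds called inactive have numbers as strong as hits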
#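 Medium: Induction medium lacking tetracycline, stripped serum | Probe or stimulus: 1.0 µM final dexamethasone stimulus | Schedule: 48 h induction, then 1 h compound, then 30 min agonist, 37 °C | Signal: Automated 10x imaging of fixed Hoechst-stained cells | Evaluation: Per-cell GR-EGFP intensity, nucleus versus surrounding cytoplasmic ring, well-averaged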
# WT yeast gro inh = growth inhibition of WT yeast, mitochondrial fusion screen; mitochondrial fusion phenotypic screen, WT strain; inhibition, % at 10 µM; hit rate 2.1% among 190,000; in the data active means inhibition above about 58%; tested in S. cerevisiae
# P. falciparum M17LAP = P. falciparum M17LAP inhibitors, primary screen, biochemical, fluorogenic H-Leu-NHMec substrate, 1536-well (AID 1619); recombinant M17LAP, H-Leu-NHMec fluorogenic kinetic assay; higher % means a stronger effect; one-dose inhibition, % at 30 µM; IC50 in µM for titrated hits; hit rate 0.38% among 220,000;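 active means compound inhibiting the enzyme by more than half at any dose during confirmatory dose-response retesting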;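 further: plate controls were full reaction with DMSO carrier for no effect and no enzyme background for full effect; strong numbers were not always called active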
# Autophagy mod = alters autophagy in cells. calls only at 10 µM (by protocol). hit rate 0.98% among 190,000. MEF GFP-LC3 puncta imaging; test concentration mostly 10 µM;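 active means percentage of spot-positive cells more than 3 SD above its plate mean, without a fluorescence outlier flag or 80% toxicity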;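 further: spot-positive cell cutoff set from DMSO-treated cells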
# M1AAP inhibition = P. falciparum M1AAP inhibitors, biochemical, fluorogenic H-Leu-NHMec substrate, 1536-well (AID 1445). hit rate 0.42% among 220,000. inhibition, % at 30 µM; hits with a dose series show IC50 in µM. recombinant M1AAP, H-Leu-NHMec fluorogenic kinetic assay; higher % means a stronger effect;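 active means primary inhibition above the hit cutoff, then over 50% inhibition at one or more dose response concentrations, cut at about 23% in these data, passing the limit was not always enough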;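 further: plate controls were DMSO full reaction for no effect and no enzyme background for full effect; strong numbers were not always called active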
# bCat nuc transl = alters nuclear translocation of beta-catenin in HeLa cells. immunofluorescence imaging. nuclear translocation activity, % at 5 µM. hit rate 0.3% among 190,000. AID 1665;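 active means nuclear translocation activity above 50% at 5 µM, with a well cell count of 50 or more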;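 further: per-cell ratio of nuclear to cytoplasmic median beta-catenin stain intensity; plate controls were DMSO negative control for no effect and GSK-3 inhibitor IX positive control for full effect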
#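 Technique: fluorescence imaging of beta-catenin antibody stain plus DAPI / Material: human HeLa cell line / Incubation: compound treatment 24 h, 37°C, 5% CO2 / Read-out basis: % activation of per-cell nuclear versus cytoplasmic median beta-catenin signal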
# MT stabilize HCS = microtubule stabilization, imaging screen; HeLa tubulin immunostaining HCS, 24 h; share of cells brighter than vehicle mean+2SD; % tubulin-high responders, % at 10 µM; hit rate 0.83% among 200,000; AID 2205;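 active means plate Z-score above 3 for both tubulin-high and condensed-nucleus cell shares, with cell loss under 80%, at 10 µM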;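 further: anti alpha tubulin signal scored within the nucleus-defined area of each cell; some results filed as inactive read as strong as hits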
# T cell modulator = T cell immune modulation candidate; calls only at 7 µM; AID 2052; 2C CD8+ T cell-vesicle binding, flow cytometry; hits give low values; hit rate 0.068% among 330,000;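 active means response, share of CD8 T cells binding vesicles, and their 90th percentile fluorescence all below set limits, cut at about 80% in these data, passing the limit was not always enough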
#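 Assay system: 2C TCR transgenic mouse naive CD8+ T cells, MACS-purified | Read-out: CD8+ gate FL2 mean fluorescence as % of same-row positive control | Signal: High-throughput flow cytometry with anti-B7-1 and anti-CD8 staining | Timing: Binding step 1.5 h, 37 °C, antibody labelling 20 min, ice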
# Yfh1-off respiration = enhancers of respiration in Yfh1-depleted yeast, dose response, Friedreich's ataxia, plus single-dose screen (AID 1465); S. cerevisiae Yfh1-off respiration, WST-1 reduction, 72 h; higher fold induction means a stronger effect; fold induction at 50 µM; hits with a dose series show EC50 in µM; hit rate 0.074% among 220,000;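 active means fold induction of absorbance versus untreated yeast above a set limit, then at least 30% activation at any dose in follow-up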;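 further: activators that raise dye reduction in frataxin-depleted yeast; strong numbers were not always called active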
# WT yeast gro inh mutant strain = second read-out of WT yeast gro inh, no call of its own (marks repeat the call); inhibition, %; mitochondrial fusion phenotypic screen, mutant strain inhibition
# Dynein cargo inh cytoplasmic EGFP = second read-out of Dynein cargo inh, no call of its own (marks repeat the call); z-score; measured here: cytoplasmic GR-EGFP intensity; hits give high values
# Dynein cargo inh nuclear GR-EGFP = second read-out of Dynein cargo inh, no call of its own (marks repeat the call); z-score; measured here: nuclear GR-EGFP intensity;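 lower value marks the stronger effect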
# Dynein cargo inh cell count = second read-out of Dynein cargo inh, no call of its own (marks repeat the call); z-score; measured here: cell count per field
# bCat nuc transl cell count 5 µM = recorded beside bCat nuc transl, whose call it bears; cell count; measured here: cell count, cytotoxicity flag
# T cell modulator vesicle-bound % = recorded beside T cell modulator, whose call it bears; double positive events, %; measured here: CD8+ vesicle-bound cell fraction;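 binding gate set so that unloaded-vesicle control wells show 10% double positive cells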
# MT stabilize HCS Hoechst-high % = also measured in MT stabilize HCS; calls as there; % Hoechst-high responders; measured here: nuclear condensation Hoechst responders;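 share of cells brighter than vehicle mean plus two SD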
# MT stabilize HCS cytotoxicity % = second read-out of MT stabilize HCS, no call of its own (marks repeat the call); toxicity, %; measured here: cytotoxicity by cell density;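 0% = mean cell density of plate MIN control wells and 100% = no cells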
# Autophagy mod cell loss 18 h = further read-out of Autophagy mod, marked with its call; toxicity, %; measured here: cell loss, nuclei count;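 cell loss after 18 h compound exposure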
# Active calls of the source: *; i = inactive; . = not tested or not shown.
SMILES,Dynein cargo inh,Dynein cargo inh cytoplasmic EGFP,Dynein cargo inh nuclear GR-EGFP,Dynein cargo inh cell count,WT yeast gro inh,WT yeast gro inh mutant strain,P. falciparum M17LAP,Autophagy mod,Autophagy mod cell loss 18 h,M1AAP inhibition,bCat nuc transl,bCat nuc transl cell count 5 µM,MT stabilize HCS,MT stabilize HCS Hoechst-high %,MT stabilize HCS cytotoxicity %,T cell modulator,T cell modulator vesicle-bound %,Yfh1-off respiration
S=C(Nc1ccccc1)N1CCCN1c1ccccc1,0.408,-0.235,-0.206,-1.25,.,.,-4.9%,.,.,3.2%,2.0,1256,.,.,.,i,36.1,i
Cc1ccc(Nc2nnc(SCC(=O)NCc3ccco3)s2)cc1,1.18,0.0522,0.988,-2.32,18.4,23.3,34.9%,i,-10.8,1.5%,-2.8,919,2.7,2.5,5.6,.,.,i
COCCCNC(=O)Cn1nnc(-c2ccccc2NC(=O)c2ccc(F)cc2)n1,-1.04,-0.298,-0.609,0.334,-4.8,-10.0,-9.8%,i,-10.5,3.0%,-0.4,848,3.5,1.4,2.5,i,8.5,i
c1coc(CNCC2OCCc3ccccc32)c1 (stereo unspecified),-0.522,-0.342,-0.00477,0.272,-6.0,-8.5,-0.2%,i,-4.0,-3.0%,-6.6,963,5.8,3.3,5.5,.,.,i
CC12CC3CC(C)(C1)CC(C(=O)NC(=S)N1CCCCC1)(C3)C2,0.698,-0.0991,-0.0716,0.539,77.3*,77.2*,-14.0%,i,21.2,7.4%,-0.1,1278,2.3,1.5,3.0,i,31.4,i
O=C(N/N=C/c1ccc2ccccc2c1)c1ccc(COc2ccc3c(c2)CCC3)o1,-0.487,-0.183,-0.768,-0.061,-5.6,-9.3,1.5%,i,-31.7,1.6%,.,.,8.6,2.3,4.5,i,40.6,i
O=C(NCC1CCCO1)C1CCN(S(=O)(=O)Cc2ccccc2)CC1 (stereo unspecified),-0.302,-0.154,0.346,-0.395,2.2,-23.7,5.7%,i,19.0,6.3%,-3.0,1170,4.5,2.3,3.9,i,29.7,i
COc1ccccc1NC(=O)CCCc1c[nH]c2ccccc12,-0.556,-0.279,0.229,0.918,-3.3,-8.5,0.8%,i,-9.1,1.1%,-3.9,522,3.1,1.4,14.7,i,60.0,i
COc1ccc(C2CC(=O)C3=C(C2)Nc2ncnn2C3c2ccccc2C)cc1 (stereo unspecified),0.121,-0.194,0.0365,0.224,9.8,9.7,-1.7%,i,-10.0,0.3%,-3.4,971,2.1,3.3,5.8,i,11.5,i
O=C(COC(=O)c1ccc(S(=O)(=O)NCc2ccco2)cc1)NC1CCCCC1,0.42,1.41,0.408,-0.698,15.8,18.2,-0.8%,i,-3.0,1.9%,.,.,1.2,1.2,6.4,i,29.1,i

# In the list so far, these have an aryl methoxy group.
SMILES,Dynein cargo inh,Dynein cargo inh cytoplasmic EGFP,Dynein cargo inh nuclear GR-EGFP,Dynein cargo inh cell count,WT yeast gro inh,WT yeast gro inh mutant strain,P. falciparum M17LAP,Autophagy mod,Autophagy mod cell loss 18 h,M1AAP inhibition,bCat nuc transl,bCat nuc transl cell count 5 µM,MT stabilize HCS,MT stabilize HCS Hoechst-high %,MT stabilize HCS cytotoxicity %,T cell modulator,T cell modulator vesicle-bound %,Yfh1-off respiration
COc1ccccc1NC(=O)CCCc1c[nH]c2ccccc12,-0.556,-0.279,0.229,0.918,-3.3,-8.5,0.8%,i,-9.1,1.1%,-3.9,522,3.1,1.4,14.7,i,60.0,i
COc1ccc(C2CC(=O)C3=C(C2)Nc2ncnn2C3c2ccccc2C)cc1 (stereo unspecified),0.121,-0.194,0.0365,0.224,9.8,9.7,-1.7%,i,-10.0,0.3%,-3.4,971,2.1,3.3,5.8,i,11.5,i

# (next part)
SMILES,Dynein cargo inh,Dynein cargo inh cytoplasmic EGFP,Dynein cargo inh nuclear GR-EGFP,Dynein cargo inh cell count,WT yeast gro inh,WT yeast gro inh mutant strain,P. falciparum M17LAP,Autophagy mod,Autophagy mod cell loss 18 h,M1AAP inhibition,bCat nuc transl,bCat nuc transl cell count 5 µM,MT stabilize HCS,MT stabilize HCS Hoechst-high %,MT stabilize HCS cytotoxicity %,T cell modulator,T cell modulator vesicle-bound %,Yfh1-off respiration
Cc1ccc(NC(=O)c2ccc(OC(=O)C(C)Oc3ccc(Cl)cc3C)cc2)cc1 (stereo unspecified),0.1,-0.188,0.292,0.0979,-5.0,12.1,-11.0%,i,-0.8,7.1%,-3.7,552,2.7,2.9,3.3,i,47.0,i
CCOC(=O)c1c2n(c3ccc(O)cc13)CCCCC2,0.951,-0.225,0.469,-0.519,10.2,-14.3,3.4%,i,3.0,-1.4%,-1.2,1007,3.6,2.1,1.2,i,52.2,i
Cc1cccn2cc(COc3cccc([N+](=O)[O-])c3)nc12,0.465,-0.337,0.594,-0.624,-6.1,-1.4,-16.5%,i,8.6,-2.1%,-1.6,1013,1.6,2.5,6.5,i,31.4,i
COc1ccc2c(c1OC)C(=O)OC2Nc1nc(-c2ccc(-c3ccccc3)cc2)cs1 (stereo unspecified),-0.11,-0.259,-0.237,-0.0265,74.0,83.1,9.3%,i,-4.9,9.4%,2.2,542,1.8,5.0,10.8,i,43.2,i
CCOc1cccc(=O)c2c(C)n(CC3CCCO3)c(C)c12 (stereo unspecified),0.0627,-0.068,0.399,-1.3,1.4,12.0,-4.2%,i,6.3,7.3%,-4.8,1038,4.1,3.2,10.6,i,29.6,i
Cc1ccc(Oc2nccc(-c3ccc(Cl)cc3)n2)cc1,1.84,-0.161,1.1,-0.036,-31.0,-42.7,-0.7%,i,1.0,-4.8%,1.9,1011,1.0,1.5,7.5,i,47.6,i
Cc1csc2c(C#N)c(=O)c3c(n12)CCC3,0.602,-0.278,0.474,-0.694,24.9,14.0,-3.9%,i,-3.0,5.4%,-0.7,1123,4.0,2.9,5.8,i,28.5,i
CCOC(=O)c1sc2cc([N+](=O)[O-])cc(SCC(=O)OC)c2c1N,0.93,0.0765,1.02,-1.09,7.1,-9.4,5.5%,i,0.7,2.2%,-0.5,1209,1.7,1.7,6.3,i,18.3,i
CC(=O)NC(Cc1ccccc1)C(=O)NC1CCN(c2ncccc2[N+](=O)[O-])CC1 (stereo unspecified),1.38,-0.24,1.22,-0.676,6.0,4.9,0.9%,i,-15.3,8.9%,0.5,1066,1.3,2.4,9.0,i,34.9,i
COc1ccc(/C=N/NC(=O)Cn2nc(C)c([N+](=O)[O-])c2C)cc1,-0.584,-0.256,-0.21,0.971,1.1,4.4,-7.3%,i,-8.4,-0.9%,-0.2,1164,1.6,1.5,1.6,i,16.3,i
CCc1nnc(NC(=O)CSc2nnc(-c3cccnc3)n2CCc2ccccc2)s1,-0.351,-0.205,-0.00701,0.334,-5.7,-2.1,12.3%,i,6.7,3.4%,-4.8,1133,2.5,2.3,7.4,i,25.9,i
CCOC(=O)C1=C(C)OC(N)=C(C#N)C1c1cc(SCC)oc1C (stereo unspecified),-1.17,-0.0619,-0.714,0.966,-3.1,-17.3,0.8%,i,-10.1,10.3%,-1.7,1123,2.1,2.1,5.6,i,39.8,i
NC(=S)N=Nc1c(O)n(CCCl)c2ccc(Br)cc12,-0.672,-0.147,-0.288,-0.149,.,.,3.7%,.,.,21.4%,-3.3,1121,.,.,.,i,22.4,i
O=C(O)c1cc(-c2c[nH]c3ccccc23)nc2ccc3ccccc3c12,-0.448,-0.215,-0.359,0.709,1.8,-21.2,-18.9%,i,21.7,8.6%,2.0,1000,5.5,2.5,4.8,i,47.5,i
O=C(OCN1C(=O)c2ccccc2C1=O)C1CCCCC1,-0.424,-0.229,-0.0416,0.202,10.9,-1.3,6.2%,i,1.9,-5.1%,-1.0,1072,5.0,3.1,9.0,i,4.2,i
Cn1c(SCC(=O)N2c3ccccc3CCc3ccccc32)nnc1-c1ccc(O)cc1,-0.464,0.135,0.014,2.01,-10.2,7.1,6.8%,i,-11.0,7.2%,1.0,999,2.5,2.6,7.2,i,29.5,i
CCOc1ccccc1C1C(C(=O)OC)=C(N)OC2=C1C(=O)CCC2 (stereo unspecified),0.515,-0.116,0.911,-0.327,-2.6,7.2,0.0%,i,-8.5,3.3%,-1.9,1112,4.6,2.1,5.3,i,37.6,i
c1ccc(CN2CCC(N=C3NN=C(c4ccc5c(c4)OCCO5)CS3)CC2)cc1,0.0584,-0.307,0.538,0.139,10.8,33.0,6.7%,i,3.0,12.0%,-4.0,1217,3.3,2.7,5.9,i,20.1,i

# 3 entries already listed, sorted by the number in T cell modulator vesicle-bound %, high to low.
smiles	T cell modulator vesicle-bound %
O=C(COC(=O)c1ccc(S(=O)(=O)NCc2ccco2)cc1)NC1CCCCC1	29.1
Cc1csc2c(C#N)c(=O)c3c(n12)CCC3	28.5
O=C(OCN1C(=O)c2ccccc2C1=O)C1CCCCC1	4.2

# Source: PubChem
